ABCB1 inh: inhibitors of human ABCB1 transporter, ABCG2 counter-screen. P08183. CCRF-Adr cells, JC-1 efflux, flow cytometry. inhibition, % at 6.6 µM. hit rate 0.067% among 190,000. AID 1326; in the data active = inhibition above about 40%;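 also: 0% = vehicle and 100% = reference inhibitor; higher value means more JC-1 retained so stronger ABCB1 efflux block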
RGS7-Gao reg: human RGS7-Galphao interaction regulation; binding response (% of control), % at 10 µM; Multiplexed bead flow cytometry, RGS7-Galphao binding; actives lie on both sides; P09471; AID 1439; hit rate 0.35% among 220,000; in the data active = binding response below about 49% or above about 150%; inconclusive = no clear call, values can overlap the other calls; inactive = in between;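 also: fluorescent Galphao held in activated GDP-AlF4 state binding bead-coupled RGS7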
Target sequence (P09471 whole entry, looked up): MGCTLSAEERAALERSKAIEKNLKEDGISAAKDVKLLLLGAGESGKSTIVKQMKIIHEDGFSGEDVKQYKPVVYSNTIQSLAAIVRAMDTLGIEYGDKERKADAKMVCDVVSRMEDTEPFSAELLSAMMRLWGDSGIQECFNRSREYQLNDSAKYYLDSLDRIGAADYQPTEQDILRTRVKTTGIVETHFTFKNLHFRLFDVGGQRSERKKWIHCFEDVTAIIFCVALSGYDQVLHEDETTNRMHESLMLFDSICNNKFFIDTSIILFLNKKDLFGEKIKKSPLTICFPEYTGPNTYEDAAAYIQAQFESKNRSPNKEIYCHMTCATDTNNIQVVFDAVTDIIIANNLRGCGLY
Bim-Bcl-B: inhibitors of Bim-Bcl-B interaction, human | AID 951 | inhibition, % at 10 µM | hit rate 0.073% among 190,000 | bead-based flow cytometry, Bim peptide-Bcl-B binding;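 also: 0% = tracer peptide without compound and 100% = reference inhibitor peptide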
Bcl-2 Bim block: human Bim-Bcl-2 interaction inhibition | inhibition, % at 10 µM | Bead-based flow cytometry, Bim peptide-Bcl-2 binding | AID 950 | hit rate 0.06% among 190,000; in the data active = inhibition above about 40%; inconclusive = no clear call, values can overlap the other calls;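 also: 0% = no compound wells with probe peptide and 100% = reference peptide inhibitor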
ABCG2 block: human ABCG2 inhibition, ABCB1 as counter-screen | Q9UNQ0 | IgMXP3 cells, JC-1 efflux, flow cytometry | inhibition, % at 6.6 µM | AID 1325 | hit rate 0.1% among 190,000;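 active = inhibition above 80%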;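 also: 0% = DMSO and 100% = nicardipine control wells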
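System: two drug-resistant human cell lines, ABCG2 and ABCB1; controls: nicardipine high and DMSO low controls; times: 10 min exposure at 25 °C with rotation, no wash; detection: flow cytometry of retained JC-1 fluorescence; read-out basis: percent efflux inhibition, scaled nicardipine 100% to DMSO 0%; doses: one concentration, 6.6 µM final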
Bfl-1 Bim block: inhibitors of Bim-Bfl-1 interaction, human | Bead-based flow cytometry, Bim-Bfl-1 binding inhibition | inhibition, % at 10 µM | Q16548 | hit rate 0.12% among 190,000;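 also: 0% = wells without compound plus tracer and 100% = blocker peptide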
Avidin bead fluor: avidin bead compound fluorescence profile. Avidin beads, compound fluorescence 488/530 nm, flow cytometry; stronger effect = higher value. fluorescence (KMESF) at 10 µM. hit rate 0.38% among 220,000. AID 1775; in the data active = fluorescence above about 47; also: inactives centre near 10
GSH fluor: GSH bead compound fluorescence profile | hit rate 0.25% among 190,000 | fluorescence (KMESF) at 10 µM | GSH beads flow cytometry, compound fluorescence 488/530 nm; stronger effect = higher value; in the data active = fluorescence above about 89;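 also: glutathione beads carrying GST-tagged Bcl family fusion proteins plus one bare bead set; values are compound well signal with DMSO vehicle wells as background; inactives centre near 16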
Bcl-W Bim block: inhibitors of Bim-Bcl-W interaction, human | bead-based flow cytometry, Bim peptide-Bcl-W binding | inhibition, % at 10 µM | hit rate 0.02% among 190,000 | AID 952;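 also: 0% = bound tracer without compound and 100% = peptide blocker; higher means less fluorescent Bim peptide bound to Bcl-W beads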
Target sequence (Q92843 whole entry, looked up): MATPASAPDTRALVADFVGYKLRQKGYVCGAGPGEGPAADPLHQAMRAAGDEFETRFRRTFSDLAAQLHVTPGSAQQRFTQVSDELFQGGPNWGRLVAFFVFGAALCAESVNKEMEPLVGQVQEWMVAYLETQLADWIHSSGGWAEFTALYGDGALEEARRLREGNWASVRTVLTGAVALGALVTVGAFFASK
RGS4-Gao reg: modulates binding of RGS4 to human Galphao; hit rate 0.33% among 220,000; Multiplexed bead flow cytometry; actives lie on both sides; P09471; binding response (% of control), % at 10 µM; in the data active = binding response below about 49% or above about 150%; inactive = in between;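 also: fluorescent Galphao activated with aluminum fluoride binding bead-coupled RGS4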
Bcl-XL Bim block: disrupts Bim peptide binding to human Bcl-XL | hit rate 0.04% among 190,000 | inhibition, % at 10 µM | bead flow cytometry, fluorescence | AID 1007
Target sequence (Q07817 whole entry, looked up): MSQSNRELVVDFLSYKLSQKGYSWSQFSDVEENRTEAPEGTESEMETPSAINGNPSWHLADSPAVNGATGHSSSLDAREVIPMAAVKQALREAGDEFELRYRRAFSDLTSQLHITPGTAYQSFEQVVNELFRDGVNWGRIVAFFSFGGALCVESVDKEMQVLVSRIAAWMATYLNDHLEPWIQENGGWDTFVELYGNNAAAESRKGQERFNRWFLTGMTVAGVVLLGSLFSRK
The depositor's hits bear a star; ? = inconclusive. Rule as the data show it, unless noted: active = inhibition above about 40%.

entry	structure	Avidin bead fluor	Bcl-2 Bim block	RGS7-Gao reg	Bfl-1 Bim block	ABCG2 block	GSH fluor	RGS4-Gao reg	Bcl-W Bim block	Bcl-XL Bim block	Bim-Bcl-B	ABCB1 inh
1	CCOc1cc(S(=O)(=O)NCCN2CCOCC2)c(C)cc1C	7	-5	96	-2	0	19	97	-3	-1	0	0.0
2	COCCn1c(SCC(=O)NCc2ccc3c(c2)OCO3)nnc1-c1c[nH]c2ccccc12	15	2	104	1	-1	14	103	-3	-4	-5	-0.1
3	C[n+]1cnn2c1SCC1(COC1)C2	10	5	84	5	0	8	70	6	4	1	-0.2
4	O=C(NCc1ccco1)/C(=C/c1ccco1)NC(=O)c1ccco1	11	0	94	-1	1	13	100	0	0	0	1.0
5	CCCn1c(NC(=O)c2ccc(Cl)c(S(=O)(=O)N3CCCC3)c2)nc2ccccc21	13	-1	97	-1	5	29	98	-1	-5	0	1.1
6	CCc1ccccc1N1C(=O)CC(N2CCc3ccccc32)C1=O (stereo unspecified)	12	1	100	-3	7	10	100	1	1	0	0.7
7	CCN(CC)C(=O)CCSc1nnc(-c2ccncc2)o1	11	-3	99	-8	-3	13	102	-1	-7	-5	-0.3
8	CCCCOC(=O)Nc1cccc(Cl)c1C	9	-8	107	-8	1	12	105	3	-1	-6	0.4
9	O=C(CCNS(=O)(=O)c1cccs1)N1CCCCCC1	41	-1	109	-2	1	22	110	0	0	0	0.4
10	COC(/C=C/Nc1ccc(C)cc1)=C(C#N)C#N	19	0	93	3	1	18	95	0	-2	-4	0.3
11	CCOc1ccc(S(=O)(=O)N2CCN(C(=O)c3cccn3C)CC2)cc1	8	-4	94	-11	0	32	95	-1	-4	-7	1.2
12	CC(C)(C)C1CCC(C(=O)Nc2ccccc2)CC1 (stereo unspecified)	15	-3	101	0	1	12	105	0	-4	0	0.2
13	O=C(CCN1C(=O)c2ccccc2S1(=O)=O)N1CCN(c2ccccc2)CC1	31	-6	101	-20	13	25	97	-1	-9	-6	1.2
14	COc1ccccc1NC(=O)c1csc2c1CCCC2	7	0	97	-3	0	29	97	0	0	1	-0.5
15	Cc1cc(C)nc(SCc2nnc(SCC(=O)Nc3nccs3)n2C)n1	7	-34	104	-32	0	60	101	-27	-29	-36	0.4
16	COc1ccc(/C=N/NC(=O)CNC(=O)c2ccc(S(=O)(=O)N3CCOCC3)cc2)c(OC)c1	5	-1	98	-3	2	10	97	-3	-3	-7	0.3
17	C=CCN1CCN(C(c2cccc(OC)c2OC)c2nnnn2CCC(C)C)CC1 (stereo unspecified)	6	-1	98	-5	1	20	104	0	0	0	1.1
18	O=C1CCCc2nn(-c3ccccc3)c(-c3ccncc3)c21	35	-12	100	-18	5	26	101	-2	-10	-8	0.5
19	O=C(Cn1c(=O)sc2ccccc21)Nc1nc2c(s1)CCCC2	6	-2	102	-2	0	25	101	-5	-1	-6	0.2
20	c1ccc(CCNc2nc(-c3ccncc3)cs2)cc1	20	-2	103	0	3	13	101	-1	-4	-4	1.0
21	CC(C)n1c(NCc2ccc(N(C)C)cc2)nc2ccccc21	18	25	99	5	2	20	105	-1	8	-3	1.4
22	Cc1ccccc1COC(=O)c1nn(-c2ccccc2)nc1N	10	0	99	5	37	12	97	1	0	4	-1.7
23	O=C(c1ccco1)N(CCC(c1ccccc1)c1ccco1)Cc1ccccc1 (stereo unspecified)	9	2	78	0	3	6	81	0	-2	-3	1.0
24	O=C(NC1CCCCC1)N(Cc1ccc(F)cc1)Cc1nc2ccccc2c(=O)[nH]1	13	-8	101	-17	25	27	103	-2	-4	-10	1.9
25	CS(=O)(=O)NN1C(=O)c2ccccc2NC1c1c[nH]c2ccccc12 (stereo unspecified)	12	-6	104	-9	0	11	104	-8	-8	-11	-0.1
26	CCCCOc1cccc(C(=O)N(Cc2ccco2)C2CCS(=O)(=O)C2)c1 (stereo unspecified)	9	-7	106	-13	2	52	101	1	-16	-8	0.8
27	COc1ccc(/C(O)=C2\C(=O)C(=O)N(c3cc(C)on3)C2c2ccccc2OC)cc1 (stereo unspecified)	14	-5	97	-10	1	40	102	1	-6	-7	0.0
28	CCOc1cc(/C=C(\C#N)c2[nH]nc(N)c2C#N)ccc1O	4	-1	97	-2	7	59	100	4	-3	6	0.0
29	CC(=O)N1CCC(=NNC(=O)c2cccs2)CC1	6	0	83	-1	8	10	82	-1	-2	-2	0.8
30	O=C(c1ccco1)N1CCn2cccc2C1c1ccccc1 (stereo unspecified)	6	-1	103	-1	2	18	105	1	0	-2	0.9
31	O=Cc1c(N2CCN(c3cccc(Cl)c3)CC2)nc2ccccn2c1=O	12	-9	106	-14	11	37	106	-1	1	-5	0.4
32	CCN(CC(=O)Nc1ccc2c(c1)OC(F)(F)O2)Cc1nc2ccccc2c(=O)[nH]1	10	-6	104	-7	4	12	99	-5	-8	-3	0.5
33	COc1ccc(NC(=O)Cn2c(=O)n(-c3ccccc3)c(=O)c3sccc32)c(OC)c1	23	-5	105	-10	0	11	103	0	0	-6	-0.1
34	Cn1nc(-c2ccccc2)c(COC(=O)c2cccc(Cl)c2)c1S(=O)(=O)c1ccccc1	15	-2	84	-1	2	12	78	0	-2	-1	1.7
35	O=C(CNCC1(N2CCOCC2)CCCCC1)Nc1ccc(Cl)cc1	9	-5	?	-4	-1	16	93	0	-4	-4	0.0
36	O=C(CN1CCN(Cc2ccccc2)CC1)Nc1ccc(-n2cnnn2)cc1	11	-4	99	-6	1	18	100	0	-1	-1	0.1
37	Cc1onc(-c2ccccc2)c1C(=O)Nc1ccon1	5	-1	97	-11	0	16	99	0	0	-1	-0.2
38	CCOC(=O)c1nnn(-c2ccc([N+](=O)[O-])cc2[N+](=O)[O-])c1C	9	-2	98	-6	1	16	94	-5	-6	-9	0.3
39	CCOC(=O)CC1=C(C(=O)OCC)C(c2cccs2)C(C#N)=C(N)O1 (stereo unspecified)	13	-10	94	-14	1	36	96	-3	-8	-11	0.7
40	CC(/C=C/c1ccccc1F)=N\NC(=O)C(C)C	4	0	101	0	1	19	99	-2	-2	-9	-0.5
41	Cc1nn(C)c(Nc2ccc(Br)cc2)c1Br	9	-4	103	-6	2	18	103	-1	-1	-6	1.3
42	Cc1cc(C)cc(NC(=O)CSc2nc(N)c(NC(=O)c3cccs3)c(=O)[nH]2)c1	3	-2	92	-2	1	14	93	-5	-7	-2	-0.3
43	N/C(=N\N=C\c1cccs1)SC1CC(=O)N(c2ccc(Br)cc2)C1=O (stereo unspecified)	14	-1	99	-3	0	13	101	-1	0	-2	-0.8
44	Cc1ccc(-c2cnc(NC(=O)c3cccc(Br)c3)s2)c(C)c1	15	-5	100	-17	13	32	101	-2	-5	-11	-1.1
45	CC(C)c1ccc(CN(C(=O)C2COc3ccccc3O2)C2CCS(=O)(=O)C2)cc1 (stereo unspecified)	34	-4	103	-3	2	27	101	-2	0	-3	0.9
46	CCn1cc(C(=O)N2CC(C)CC(C)C2)c(=O)c2cc(S(=O)(=O)N(C)C)ccc21 (stereo unspecified)	5	-3	102	-5	0	17	95	3	-1	-2	0.1
47	CC1CCN(c2nc3c(c(=O)[nH]c(=O)n3C)n2CCSc2nc3ccccc3o2)CC1	7	-7	94	-6	17	24	95	-6	-8	-3	3.5
48	CC(c1cccs1)N(Cc1ccco1)C(=S)Nc1ccc(F)c(Cl)c1 (stereo unspecified)	10	0	108	-2	6	25	105	4	-3	1	0.3
49	O=C(Nn1c(-c2ccncc2)nc2ccccc2c1=O)c1ccc(Br)cc1	6	0	92	-4	5	13	92	-3	-4	0	0.7
50	Cc1cc(C(=O)N/N=C2\CC(=O)CC(C)(C)C2)c(C)n1-c1ccc(F)cc1	11	3	97	4	0	24	96	0	-1	0	-0.9
51	CS(=O)(=O)N(CC(=O)Nc1ccccc1Sc1ccccc1)c1cccc(Br)c1	8	-4	96	-3	0	34	98	-1	-12	1	0.8
52	Cc1noc(-c2ccccc2OC(=O)c2ccccc2)n1	9	18	100	23	2	13	101	9	20	13	0.2

Compounds listed so far with two or more sulfur atoms, in the order listed:
entry	structure	Avidin bead fluor	Bcl-2 Bim block	RGS7-Gao reg	Bfl-1 Bim block	ABCG2 block	GSH fluor	RGS4-Gao reg	Bcl-W Bim block	Bcl-XL Bim block	Bim-Bcl-B	ABCB1 inh
9	O=C(CCNS(=O)(=O)c1cccs1)N1CCCCCC1	41	-1	109	-2	1	22	110	0	0	0	0.4
15	Cc1cc(C)nc(SCc2nnc(SCC(=O)Nc3nccs3)n2C)n1	7	-34	104	-32	0	60	101	-27	-29	-36	0.4
19	O=C(Cn1c(=O)sc2ccccc21)Nc1nc2c(s1)CCCC2	6	-2	102	-2	0	25	101	-5	-1	-6	0.2
42	Cc1cc(C)cc(NC(=O)CSc2nc(N)c(NC(=O)c3cccs3)c(=O)[nH]2)c1	3	-2	92	-2	1	14	93	-5	-7	-2	-0.3
43	N/C(=N\N=C\c1cccs1)SC1CC(=O)N(c2ccc(Br)cc2)C1=O (stereo unspecified)	14	-1	99	-3	0	13	101	-1	0	-2	-0.8
48	CC(c1cccs1)N(Cc1ccco1)C(=S)Nc1ccc(F)c(Cl)c1 (stereo unspecified)	10	0	108	-2	6	25	105	4	-3	1	0.3
51	CS(=O)(=O)N(CC(=O)Nc1ccccc1Sc1ccccc1)c1cccc(Br)c1	8	-4	96	-3	0	34	98	-1	-12	1	0.8

Taken from above.
`O=C(Nn1c(-c2ccncc2)nc2ccccc2c1=O)c1ccc(Br)cc1` @ Bcl-2 Bim block = 0
`Cc1ccc(-c2cnc(NC(=O)c3cccc(Br)c3)s2)c(C)c1` @ Bcl-W Bim block = -2

Bioassay records (PubChem BioAssay)
